hERG protect = compounds protecting human hERG from proarrhythmic drug block; Q12809; CHO-hERG, FluxOR thallium flux, dofetilide IC70 present; activation (rescue from dofetilide block), less the hit threshold, % at 10 µM; 0.51% of 310,000 active; AID 1511;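 active = activation above the mean of controls blocked by dofetilide plus 5 SD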;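 also: thallium influx through hERG after potassium depolarization seen as dye fluorescence rise; in these data hits start at about 4.7%; inactives centre near -7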
KCNK3 block = human KCNK3 channel inhibition, primary screen | O14649 | B-score at 10 µM | 0.84% of 340,000 active | CHO-KCNK3 thallium flux, FluxOR fluorescence; hits give low values | AID 602410;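 active = B-score under library mean minus 4 SD, starting fluorescence ratio at most library mean plus 5 SD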;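 also: more negative B-score means stronger inhibition of thallium flux through KCNK3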
Target sequence (O14649 whole entry, looked up): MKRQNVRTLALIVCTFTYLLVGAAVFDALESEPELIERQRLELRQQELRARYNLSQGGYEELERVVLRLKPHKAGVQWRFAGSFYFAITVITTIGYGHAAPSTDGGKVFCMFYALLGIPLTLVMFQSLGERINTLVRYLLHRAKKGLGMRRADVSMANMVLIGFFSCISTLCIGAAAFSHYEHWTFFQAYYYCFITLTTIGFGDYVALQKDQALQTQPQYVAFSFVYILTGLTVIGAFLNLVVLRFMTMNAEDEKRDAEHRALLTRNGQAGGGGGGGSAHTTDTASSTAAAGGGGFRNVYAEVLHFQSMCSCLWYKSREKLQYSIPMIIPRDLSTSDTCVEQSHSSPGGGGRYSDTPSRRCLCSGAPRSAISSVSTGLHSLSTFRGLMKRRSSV
KCNK9 block = inhibitors of human KCNK9 two-pore domain potassium channel; Q9NPC2; HEK293 KCNK9, FluxOR thallium flux fluorescence; hits give low values; B-score at 10 µM; 1.2% of 310,000 active;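 active = ratio B-score over 3 SD below the library mean, with starting fluorescence within 5 SD of its mean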;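 also: negative B-score means less thallium flux so channel inhibition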
Target sequence (Q9NPC2 whole entry, looked up, the tested form may be a part): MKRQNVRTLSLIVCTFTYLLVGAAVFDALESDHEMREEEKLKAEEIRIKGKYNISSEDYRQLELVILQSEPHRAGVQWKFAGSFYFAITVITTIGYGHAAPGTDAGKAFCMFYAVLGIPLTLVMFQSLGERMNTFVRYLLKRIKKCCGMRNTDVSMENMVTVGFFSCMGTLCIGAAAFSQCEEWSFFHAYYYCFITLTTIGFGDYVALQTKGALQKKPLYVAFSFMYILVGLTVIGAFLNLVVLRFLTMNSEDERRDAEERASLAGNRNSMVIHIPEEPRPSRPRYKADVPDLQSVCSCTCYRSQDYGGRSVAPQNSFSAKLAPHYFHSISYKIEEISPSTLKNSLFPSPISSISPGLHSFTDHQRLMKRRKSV
Platelet DG rel = modulates dense granule release in human platelets | 0.22% of 300,000 active | human platelet-rich plasma, SFLLRN dense granule ATP release, luminescence | inhibition, %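 (compounds screened at 7.5 µM in platelet-rich plasma)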;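 active = mean replicate score, as percent of positive control, at or above 50; inconclusive = mean below 50 but at least one replicate at or above 50; inactive = mean and every replicate below 50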
TRPC4 agonist = activators of mouse TRPC4 channel | AID 2237 | 0.49% of 310,000 active | B-score at 10 µM | HEK293 TRPC4beta/mu-opioid, Fluo4 calcium fluorescence; hits give high values;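 active = B-score above 5 SD of library B-scores, and initial fluorescence ratio not above library mean plus 5 SD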;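 also: positive B-score marks a calcium rise read as TRPC4 activation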
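Material: HEK293 stable line with TRPC4beta plus mu-opioid receptor; technique: Fluo4 calcium-sensitive dye fluorescence, kinetic, 1 Hz baseline; timing: Fluo4 dye loading 45 min at room temperature, 110 s recording; controls: assay buffer as low control, maximal DAMGO as high control; read-out: integrated baseline-normalised fluorescence ratio, converted to per-well B score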
TRPC4 potent = allosterically enhances the mouse TRPC4 cation channel; Q9QUQ5; HEK293 TRPC4beta/mu-opioid, DAMGO EC20, Fluo-4 Ca2+ flux; hits give high values; B-score at 10 µM; 0.42% of 310,000 active; AID 2227;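 active = B-score of calcium response area above 5 SD of library B-scores, with initial fluorescence ratio within 5 SD of library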;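 also: B-score of integrated fluorescence ratio over time as area under calcium response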
TRPC4 inh = inhibitors of mouse TRPC4 channel; 0.39% of 300,000 active; Q9QUQ5; B-score at 10 µM; HEK293 TRPC4beta/mu-opioid, DAMGO-evoked Fluo4 calcium flux; hits give low values;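 active = B-score over 3 SD under the library average, no early fluorescence shift, positive overall ratio signal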
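Assay system – HEK293 line stably carrying TRPC4beta and mu-opioid receptor · Doses – single dose · Detection – Fluo4 calcium-dye fluorescence, kinetic read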
PolyA inh = blocks polyadenylation in yeast reporter cells | 0.02% of 300,000 active | calls only at 12 µM | S. cerevisiae SKY197-pL101 polyadenylation reporter, beta-gal luminescence; efflux-impaired pdr1/pdr3 knockout yeast; score 100 = 6 SD above DMSO;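 active = lowest replicate activity score at least 50, where 100 means six control SD above control mean; inconclusive = lowest score under 50 but half or more replicates reach 50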;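 also: yeast exposed to compound for 9 h at 30 °C; higher score means more reporter readthrough which indicates perturbed polyadenylation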
KCNQ1 pot = potentiators or activators of human KCNQ1 potassium channel; 0.35% of 310,000 active; CHO-K1 KCNQ1, thallium flux FluxOR fluorescence; hits give high values; P51787; B-score at 10 µM; AID 2648;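 active = fluorescence ratio B-score, a plate-corrected score, at least three library SD, with initial intensity B-score within 5 SD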
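assay system = CHO-K1 cells stably expressing KCNQ1 | medium = assay buffer, equal DMSO in all wells | timing = 37 °C overnight plating, 90-min dark dye load, 20-min compound pretreatment | measured by = kinetic FluxOR thallium fluorescence, 10-s 1-Hz baseline, 110-s post-stimulus read | measure = fluorescence change relative to baseline, converted to B score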
KCNQ1 inh = inhibitors of human KCNQ1 potassium channel | CHO-K1 KCNQ1, FluxOR thallium flux fluorescence; hits give high values | B-score at 10 µM | 1.3% of 310,000 active | AID 2642;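 active = compounds whose thallium flux B-score, printed positive for inhibition, exceeds three library SD while starting fluorescence stays within three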;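 also: channel opened by potassium depolarization with thallium stimulus after 20 min compound exposure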
DYRK1A inh = blocks rat Dyrk1A kinase activity | Q63470 | ADP-Glo luminescence, NFATc1 peptide | inhibition, % at 12.5 µM | 0.43% of 310,000 active; in the data active = inhibition above about 50%;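 also: plate controls were vehicle with enzyme for no effect and no enzyme for full effect; many of its hits are not listed in these tables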
* hit, by the source's call; i = inactive; ? = inconclusive; / = not tested or not shown.

SMILES	hERG protect	KCNK3 block	KCNK9 block	Platelet DG rel	TRPC4 agonist	TRPC4 potent	TRPC4 inh	PolyA inh	KCNQ1 pot	KCNQ1 inh	DYRK1A inh
Oc1ccc(-c2nc3ccccc3s2)c(O)c1	-7	i	i	16	i	i	i	i	i	i	29
COc1ccc(S(=O)(=O)N2CCOCC2)cc1N=Nc1sc(N)nc1-c1ccccc1	-12	i	i	17	i	i	i	i	i	i	3
Cc1ccc(NC2=NC(c3ccc(F)cc3)n3c(nc(C)cc3=O)N2)c(C)c1 (configuration not stated)	-10	i	i	-2	i	i	i	i	i	i	7
CC(NC(=O)c1ccco1)C(=O)OCc1cccc(Cl)c1 (configuration not stated)	-12	i	i	-10	i	i	i	i	i	i	-6
CCc1ccc2oc(C(=O)NCC(c3ccc(OC)cc3)N3CCCCC3)c(C)c2c1 (configuration not stated)	-23	i	i	-1	i	i	i	i	i	i	0
COC(=O)c1c(NC(=O)CSc2nnnn2-c2ccc3c(c2)OCO3)sc(C)c1C	3	i	-6.9*	1	i	i	i	i	i	i	32
Cc1nnc(NC(=O)CSc2ccc([N+](=O)[O-])cn2)s1	-18	i	i	0	i	i	i	i	i	i	/
COc1ccc(/C=N\NC(=O)c2ccccc2Br)cc1COc1c(F)c(F)cc(F)c1F	-9	i	i	4	i	i	i	i	i	6*	1
COc1cccc(CCc2nnc(N)s2)c1	-5	i	i	1	i	i	i	i	i	i	/
Cc1cc(N(C)C)cc(C)[n+]1[O-]	-9	i	i	2	i	i	i	i	i	i	15
CC(=O)Nc1cc(NC(=O)CCCC(=O)O)ccc1Cl	-10	i	i	-2	i	i	i	i	i	i	10
COc1ccc(NC(=O)C(C)N2C(=O)c3ccccc3C2=O)cc1S(=O)(=O)N1CCOCC1 (configuration not stated)	-12	i	i	-2	i	i	i	i	i	i	-4
O=C1/C(=C/c2cccc(Br)c2)SC(=S)N1/N=C/c1cc([N+](=O)[O-])ccc1O	-15	i	i	3	i	i	i	i	i	i	11
O=C(c1c(F)cccc1F)N(Cc1ccccn1)C1CC1	-5	i	i	-22	i	i	i	i	i	i	-2
COc1ccc(C(=O)N2CCNC(=O)C2CC(=O)Nc2ccc(C)cc2)cc1 (configuration not stated)	-3	i	i	6	i	i	i	i	i	i	/
CC(C)CCOc1cccc(OCC(=O)N(C)C2CCS(=O)(=O)C2)c1 (configuration not stated)	-15	i	i	5	i	i	i	i	i	i	5
O=C(O)C1CCCCC1C(=O)NCCc1c[nH]c2ccccc12 (configuration not stated)	-2	i	i	10	i	i	i	i	i	i	-4
CN1CCN(S(=O)(=O)c2ccc(NC(=O)c3ccccc3Cl)cc2)CC1	-7	i	i	2	i	i	i	i	i	i	9
O=C(O)C1CCCCC1C(=O)Nc1cc(C(F)(F)F)ccc1Cl (configuration not stated)	-1	i	i	24	i	i	i	i	i	i	-2
Cc1ccc2c(c1)N1C(=O)c3ccccc3C1C1=C(CC(C)(C)CC1=O)N2 (configuration not stated)	-15	i	i	13	i	i	i	i	i	i	3
O=C(Nc1cccc2cccnc12)c1ccc(Br)cc1Br	-7	i	i	10	i	i	i	i	i	i	0
CNC(=O)c1cc(S(=O)(=O)N(C)C)ccc1Cl	-8	i	i	?	i	i	i	/	i	i	-6
CCOC(=O)c1c(O)c2ccccc2n(C)c1=O	4	i	i	-6	i	i	i	i	i	i	0
COc1ccc(C(=O)NCC(C)NC(=O)c2ccc(OC)cc2)cc1 (configuration not stated)	-6	i	i	-16	i	i	i	i	i	i	1
O=C1NC2(CCCCO2)CO1 (configuration not stated)	-5	i	i	-10	i	i	i	i	i	i	10
O=c1cc(-c2ccccc2)nc2nc(CCc3ccccc3)[nH]n12	-1	i	i	12	i	i	i	i	i	i	1
O=S(=O)(c1cnc(Cl)c(Cl)c1)N1CCc2ccccc21	-4	i	i	1	i	i	i	i	i	i	4
O=C(NCc1ccccn1)c1cc2c(ccc3ccccc32)oc1=O	-7	i	i	9	i	i	i	i	i	i	30
COc1cccc(CN2CC(C(=O)NCCCn3cccn3)CCC2=O)c1 (configuration not stated)	-9	i	i	4	i	i	i	i	i	i	-1
Cc1ccc(S(=O)(=O)N/N=c2\sc3ccccc3n2C)cc1	-4	i	i	9	i	i	i	i	i	i	1
COc1ccc(C(=O)Nc2cnc3ccccn3c2=O)cc1	-9	i	i	-2	i	i	i	i	i	i	2
CC1CCCCC1NS(=O)(=O)c1ccc2c(c1)CC(=O)N2C (configuration not stated)	-6	i	i	0	i	i	i	i	i	i	-1
Cc1c(C(=O)N2CCCc3ccccc32)oc2ccccc12	-6	i	i	-2	i	i	i	i	i	i	2
COc1cc(C(=O)NCc2cc(C)nc3ccccc23)cc(OC)c1OC	-18	i	i	12	i	i	i	i	i	i	/
O=C(Nc1ccc(O)c(-c2nc3ccccc3s2)c1)c1cccs1	-5	i	i	13	i	i	i	i	i	i	3
CC(=O)c1sc2nc(-c3ccc(C)cc3)c3c(c2c1N)CCCC3	-22	i	i	-54	i	i	i	i	i	i	21
N#C/C(=C\c1cn[nH]c1-c1ccccc1)C(=O)NC1CCCCCC1	-8	i	i	-20	i	i	/	i	i	i	11
CC(=O)Nc1ccc(S(=O)(=O)N2CCN=C2SCc2cccc(C)c2)cc1	-15	i	i	-10	i	i	i	i	i	i	/
Cc1occc1C(=O)NN1C(=O)C2C3CCC(O3)C2C1=O (configuration not stated)	-7	i	i	0	i	i	i	i	i	i	0
NC(=O)CC(NC(=O)c1ccc(Br)cc1)c1ccc(NC2CCCCC2)c([N+](=O)[O-])c1 (configuration not stated)	-6	i	i	8	i	i	i	i	i	i	10
CCn1c(CC(=O)Nc2ccccc2C)nnc1SCC(=O)NC1=NCCS1	-5	i	i	-20	i	i	i	i	i	i	-5
CCN(CCNS(=O)(=O)c1ccc2c(c1)oc(=O)n2C)c1ccccc1	-5	i	i	-5	i	i	i	i	i	i	2
O=C(CCN1CCOCC1)NNC(=O)Nc1cccc(Cl)c1	-2	i	i	6	i	i	i	i	i	i	10
Clc1ccc(-c2ccc(C=Nc3ccc(N4CCOCC4)cc3)o2)cc1	-10	i	i	-2	i	i	i	i	i	i	-1
CC12CN3CC(C)(CN(C1)C3c1c[nH]c3ccccc13)C2=O (configuration not stated)	-1	i	i	-1	i	i	i	i	i	i	7
CCCCC(=O)Nc1c(-c2ccc(OC)c(OC)c2)c(=O)c2ccccc2n1C	-6	i	i	4	i	i	i	i	i	i	1
COc1cc(C(=O)NCC(=O)OCC(=O)N2CCc3ccccc32)cc(OC)c1OC	-12	i	i	-3	i	i	i	i	i	i	6
CCN(c1ccccc1)c1cc(C)nc2ncnn12	-6	i	i	7	i	i	i	i	i	i	2
CC(C)c1ccc(NC(=O)Cn2c(=O)oc3cccnc32)cc1	-7	i	i	-2	i	i	i	i	i	i	/
c1cn(CCCNc2ncnc3sc4c(c23)CCC4)cn1	-5	i	i	2	i	i	i	i	i	i	15
CC(C)N(C(=O)Cn1cc(SCC(=O)N2CCCC2)c2ccccc21)C(C)C	-2	i	i	-3	i	i	i	i	i	i	/
COc1ccc(CCN=C(N)NS(=O)(=O)c2ccc(OC)c(OC)c2)cc1OC	-10	i	i	-2	i	i	i	i	i	i	3
CC(=O)Nc1ccc(S(=O)(=O)Oc2cccc(/C=N/N=C3/NC(=O)C(CC(=O)O)S3)c2)cc1 (configuration not stated)	-4	i	i	4	i	i	i	i	i	i	1
O=C(CNC1CCCC1)Nc1cc(Cl)ccc1[N+](=O)[O-]	-9	i	i	-2	i	i	i	i	i	i	7
COc1ccc(CCNC(=O)c2nnn(CC(=O)Nc3cccc(F)c3)c2N)cc1OC	-9	i	i	4	i	i	i	i	i	i	-1
COC(=O)[C@@]12CCCN1[C@H](c1ccc(-c3ccc(F)cc3)c(OC)c1)[C@H]1C(=O)N(C)C(=O)[C@H]12	-7	i	i	1	i	i	i	i	i	i	5
Cc1csc2nc(CNC(=O)c3cccc(C(F)(F)F)c3)cn12	-10	i	i	1	i	i	i	i	i	i	1
O=S(=O)(c1ccccc1)N1CCN=C1SCc1ccc(Cl)cc1	-9	i	i	1	i	i	i	i	i	i	-3
CCC(=O)N(Cc1cc2cc(OC)ccc2[nH]c1=O)c1ccccc1C	-10	i	i	-1	i	i	i	i	i	i	-1
COc1cc(/C=C2\SC(N3CCCCC3)=NC2=O)cc(OC)c1OC	-5	i	i	1	i	i	i	i	i	i	-2
The listing continues:
SMILES	hERG protect	KCNK3 block	KCNK9 block	Platelet DG rel	TRPC4 agonist	TRPC4 potent	TRPC4 inh	PolyA inh	KCNQ1 pot	KCNQ1 inh	DYRK1A inh
COc1ccc(C(=O)COC(=O)c2ccc(Cl)nc2)c(OC)c1	-14	i	i	-9	i	i	i	i	i	i	8
CCOc1ccc(C2CC(=O)NC(SCC(=O)OC)=C2C#N)cc1 (configuration not stated)	-1	i	i	-10	i	i	i	i	i	i	0
CCOc1ccc(OCCOCCOc2c(Cl)cccc2Cl)cc1	-13	i	i	-2	i	i	i	i	i	i	9
CC(C)(C)c1ccc(-c2nc3cc(N)ccc3o2)cc1	-7	i	i	10	i	18*	i	i	i	i	-2
COc1ccc(C(=O)OCCNC(=O)c2c(Cl)nc3ccccn23)cc1	-2	i	i	4	i	i	i	i	i	i	16
Cc1ccc(S(=O)(=O)NC(CC(C)C)C(=O)Oc2ccc3c4c(c(=O)oc3c2)CCC4)cc1 (configuration not stated)	-7	i	i	2	i	i	i	i	i	6*	7

No new results follow: five of the compounds above.
SMILES	hERG protect	KCNK3 block	KCNK9 block	Platelet DG rel	TRPC4 agonist	TRPC4 potent	TRPC4 inh	PolyA inh	KCNQ1 pot	KCNQ1 inh	DYRK1A inh
CCOc1ccc(C2CC(=O)NC(SCC(=O)OC)=C2C#N)cc1 (configuration not stated)	-1	i	i	-10	i	i	i	i	i	i	0
CCOc1ccc(OCCOCCOc2c(Cl)cccc2Cl)cc1	-13	i	i	-2	i	i	i	i	i	i	9
CC(C)(C)c1ccc(-c2nc3cc(N)ccc3o2)cc1	-7	i	i	10	i	18*	i	i	i	i	-2
COc1ccc(C(=O)OCCNC(=O)c2c(Cl)nc3ccccn23)cc1	-2	i	i	4	i	i	i	i	i	i	16
Cc1ccc(S(=O)(=O)NC(CC(C)C)C(=O)Oc2ccc3c4c(c(=O)oc3c2)CCC4)cc1 (configuration not stated)	-7	i	i	2	i	i	i	i	i	6*	7

Some of the compounds tested (hit frequency here may not be typical).
